Tb MetRS inh: Trypanosoma brucei MetRS inhibition; purified T. brucei MetRS, ATP depletion, Kinase-Glo luminescence; inhibition, % at 11.9 µM; 360,000 tested, 0.4% active; AID 624268;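 active = inhibition above a per-plate cutoff of the control wells' mean inhibition plus 3 SD, cut at about 5.5% in these data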;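 also: 0% = DMSO wells median and 100% = median of wells with control inhibitor compound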
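Test system – parasite MetRS enzyme · Reagent – substrates ATP, L-methionine and bulk Escherichia coli tRNA · Doses – 11.9 µM compound single dose, 0.9% DMSO · Times – 15 min enzyme-compound preincubation, 2 h reaction, 10 min detection, 25 °C · Signal – Kinase-Glo luminescence, ATP depletion format · Controls – DMSO-only wells as low control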
Rin1-Abl PPI inh: blocks binding of human Rin1 to Abl. P00519+Q13671. TR-FRET Rin1/Abl binding, biochemical. inhibition, % at 7.35 µM. 360,000 tested, 0.4% active; in the data active = inhibition above about 5%, passing the limit was not always enough
MLLE-PAM2 inh: inhibitors of microRNA-mediated deadenylation, human PABP1 MLLE binding; GST-MLLE / FITC-PAM2 fluorescence polarization; inhibition, % at 20 µM; 360,000 tested, 0.36% active; in the data active = inhibition above about 35%, passing the limit was not always enough;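 also: plate controls were DMSO wells with GST-MLLE for no effect and wells lacking GST-MLLE protein for full effect; some results filed as inactive read as strong as hits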
MsrA inhibitor: inhibits bovine methionine sulfoxide reductase A; purified bovine MsrA, absorbance read-out; inhibition, % at 15.5 µM; AID 651718; 360,000 tested, 0.75% active; in the data active = inhibition above about 4.5%;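 also: 0% = vehicle wells with enzyme and 100% = reference inhibitor wells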
CSN inh: inhibitors of human CSN-mediated cullin deneddylation | Q92905 | 360,000 tested, 0.38% active | Purified CSN, SCF-Nedd8-OG deneddylation, fluorescence polarization | inhibition, % at 12.5 µM;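 active = pattern-corrected inhibition above about 35%, with an unprinted fluorescence ratio check between 0.5 and 1.5, limit read from the data, passing the limit was not always enough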;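 also: 0% = enzyme with substrate and 100% = substrate without enzyme; some results filed as inactive read as strong as hits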
Target sequence (Q92905 whole entry, looked up, one chain of several): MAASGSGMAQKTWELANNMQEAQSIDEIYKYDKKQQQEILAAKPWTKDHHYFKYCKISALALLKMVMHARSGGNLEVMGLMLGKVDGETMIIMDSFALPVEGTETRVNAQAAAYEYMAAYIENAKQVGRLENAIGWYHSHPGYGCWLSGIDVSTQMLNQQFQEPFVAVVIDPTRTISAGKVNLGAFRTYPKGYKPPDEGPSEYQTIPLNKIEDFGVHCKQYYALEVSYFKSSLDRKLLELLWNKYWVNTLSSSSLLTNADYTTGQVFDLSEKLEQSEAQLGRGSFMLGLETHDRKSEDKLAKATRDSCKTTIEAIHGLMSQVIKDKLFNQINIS
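Assay system: purified human Csn5 enzyme expressed in HEK293T cells; Input: 0.24 nM Csn5 enzyme, final concentration; Reagent: 10 nM SCFSkp2-Nedd8OG; Compound dosing: 12.5 µM single point; Times: reaction 90 min, room temperature; Technique: fluorescence polarization readout.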
MsrA act: bovine methionine sulfoxide reductase A activation; purified bovine MsrA, absorbance read-out; activation, % at 10.6 µM; 360,000 tested, 0.3% active; AID 602163; in the data active = activation above about 7.5%;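 also: 0% = vehicle and 100% = reference activator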
FAS-TE inh: blocks the thioesterase domain of human fatty acid synthase. P49327. recombinant FAS-TE, OMFH fluorogenic substrate, fluorescence endpoint. inhibition, % at 15 µM. 360,000 tested, 0.67% active. AID 602261;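 active = compounds whose normalised, plate-corrected inhibition of enzyme fluorescence in the single-dose primary screen is 50% or more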;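 also: 0% = DMSO with enzyme and 100% = substrate without enzyme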
eLon inh: inhibitors of E. coli Lon protease; P0A9M0; purified E. coli Lon protease, fluorescence polarization; inhibition, % at 7.94 µM; 360,000 tested, 0.42% active; AID 602123; in the data active = inhibition above about 13%, passing the limit was not always enough;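 also: 0% = enzyme with probe and DMSO and 100% = no enzyme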
Target sequence (P0A9M0 whole entry, looked up): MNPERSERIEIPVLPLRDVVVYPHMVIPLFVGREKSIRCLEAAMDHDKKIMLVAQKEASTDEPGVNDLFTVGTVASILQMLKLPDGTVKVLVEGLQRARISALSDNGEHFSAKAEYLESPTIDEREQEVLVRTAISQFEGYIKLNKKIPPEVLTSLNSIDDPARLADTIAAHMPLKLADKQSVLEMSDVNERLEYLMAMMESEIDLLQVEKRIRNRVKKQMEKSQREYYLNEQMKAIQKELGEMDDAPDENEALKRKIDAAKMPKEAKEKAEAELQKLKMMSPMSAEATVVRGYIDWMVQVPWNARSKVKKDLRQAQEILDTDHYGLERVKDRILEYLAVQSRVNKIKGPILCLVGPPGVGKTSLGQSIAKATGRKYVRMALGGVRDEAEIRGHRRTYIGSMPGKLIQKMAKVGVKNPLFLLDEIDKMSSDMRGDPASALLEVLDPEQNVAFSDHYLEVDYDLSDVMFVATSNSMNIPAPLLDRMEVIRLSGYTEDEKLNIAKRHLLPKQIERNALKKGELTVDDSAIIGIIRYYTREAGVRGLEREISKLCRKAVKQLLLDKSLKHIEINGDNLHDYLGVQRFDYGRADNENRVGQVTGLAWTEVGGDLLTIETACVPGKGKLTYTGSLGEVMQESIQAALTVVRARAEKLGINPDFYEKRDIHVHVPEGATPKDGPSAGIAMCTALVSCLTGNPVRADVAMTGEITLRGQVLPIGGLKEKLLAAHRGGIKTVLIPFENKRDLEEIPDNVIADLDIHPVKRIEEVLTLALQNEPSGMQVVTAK
Neddyl block: inhibitors of human cullin neddylation; TR-FRET cullin neddylation, biochemical; P61081+Q13564; 360,000 tested, 0.58% active; AID 651699; calls only at 25 µM; in the data active = inhibition above about 36%
* hit, by the source's call; i = inactive; nt = no result given; + = active, no number.

SMILES	Tb MetRS inh	Rin1-Abl PPI inh	MLLE-PAM2 inh	MsrA inhibitor	CSN inh	MsrA act	FAS-TE inh	eLon inh	Neddyl block
C[C@@H]1CCCCO[C@@H](CN(C)C(=O)c2ccccc2)[C@@H](C)CN([C@H](C)CO)C(=O)c2cc(N(C)C)ccc2O1	-0.9	1.2	11.4	-1.5	0.1	-2.9	-4.3	-2.2	i
O=C(CSc1nnc(-c2ccccc2)n1Cc1ccccc1)N1CCOCC1	-0.5	3.9	-6.4	-0.2	-0.7	0.8	-4.0	1.1	i
Cc1cc2sc3nc(=O)n(-c4ccccc4)c(=O)n3c2cc1C	0.1	-0.6	13.0	0.0	-0.8	-2.0	-1.5	0.7	i
COc1cccc(-c2csc3nnc(SCC(=O)c4ccc(NC(C)=O)cc4)n23)c1	-0.3	1.4	-12.7	nt	17.2	2.0	-6.7	-13.1	i
CCOc1ccc2[nH]c(=O)c(CN(CCO)C(=O)CC)cc2c1	-0.6	0.2	5.3	0.8	-0.9	-3.2	-8.2	-3.0	+
COc1ccc(Cc2nnc(SCC(=O)Nc3ccc(C)c(Cl)c3)[nH]c2=O)cc1	-0.6	1.3	-5.9	-1.0	0.7	-4.4	0.7	-3.5	i
CN(C)C(CNC(=O)c1cccc(C#N)c1)c1ccco1 (centres undefined)	-1.1	2.5	-6.6	-0.3	2.8	-9.4	-1.7	-2.0	i
C#CCn1c(O)c(N=NC(=O)CNC(=O)/C=C/c2ccccc2)c2ccccc21	-0.2	-5.0	-4.3	1.4	-4.0	-2.7	3.3	-2.0	i
CCOC(=O)[C@@H]1[C@H]2COc3ccccc3[C@@H]2N2C(=O)N(c3cccc(F)c3)C(=O)[C@]12C	-0.2	0.2	7.2	0.9	-2.0	-3.0	9.3	1.6	i
CC1(NC(=O)N2CCCCC2)CCS(=O)(=O)C1 (centres undefined)	-0.3	-2.7	-3.2	-0.7	0.1	-2.6	-8.3	-5.7	i
O=C(CN(Cc1ccc(Br)cc1)S(=O)(=O)c1ccccc1)NCc1ccncc1	-0.8	1.7	4.9	-0.8	0.4	-11.4	4.1	1.5	i
CCOC(=O)N1CCN(S(=O)(=O)c2ccc(OC)c(C(=O)N3CCCCC3)c2)CC1	-0.5	0.1	1.2	0.3	1.4	-3.7	-2.7	6.6	i
CC(C)CCOP(=O)(c1ccc(N(C)C)cc1)C(O)c1ccc(Cl)cc1Cl (centres undefined)	-0.5	1.0	6.5	0.9	-0.3	1.3	23.9	1.6	i
CN1CCN(c2ncnc3c2ncn3[C@H]2CN(Cc3ccc(Cl)cc3)C[C@@H](CO)O2)CC1	-0.3	1.6	-19.9	-0.6	-7.9	-7.6	-6.3	-22.8	i
O=C(NCc1cccc(F)c1)C1CCC(=O)N(CC2CCCCC2)C1 (centres undefined)	-0.4	3.9	12.9	-1.3	-0.5	-2.9	-5.4	0.6	i
COc1ccccc1C(=O)Nc1nnc([C@H]2C[C@H](O)[C@@H](CO)O2)s1	-0.3	2.1	1.3	1.1	-1.7	-6.3	-7.2	8.1	i
COc1ccc(OC)c(C(C)NC=O)c1 (centres undefined)	-0.7	-1.4	4.9	-0.7	0.8	-3.8	-10.0	-5.2	i
CC(=O)Nc1ccc(OCC(O)Cn2c3ccccc3c3ccccc32)cc1 (centres undefined)	-0.2	1.1	1.6	0.5	5.9	-1.9	-1.2	-26.8	i
CCCn1c(O)c(N=NC(=O)c2cccnc2)c2cc(Br)ccc21	0.3	1.0	-0.3	0.1	3.3	-1.8	6.9	7.1	i
CCOc1cc(-c2noc(CCCC(N)=O)n2)cc(Br)c1OC	0.1	4.5	4.7	0.2	6.8	-1.5	-4.0	-4.2	i
COc1ccc(CC(=O)Nc2ccc(/C(C)=N/NC(=O)c3cccc([N+](=O)[O-])c3)cc2)cc1	-0.9	-0.1	3.4	0.1	2.4	-11.6	-10.7	6.3	i
Cc1cccc(-n2c(CCc3ccccc3)nnc2SCC(=O)c2ccccc2)c1	0.5	0.0	-98.9	0.6	1.1	3.5	29.6	-1.8	i
CCCn1c(N)c(N(CCOC)C(=O)CSc2cc(C)c3cccc(C)c3n2)c(=O)[nH]c1=O	-0.2	1.7	-4.9	2.8	-0.8	-2.5	-7.9	-12.8	i
CN(C)CCn1cnc2c1c(=O)[nH]c(=O)n2Cc1ccccc1	-0.9	1.6	-13.7	0.8	-1.7	-0.5	-1.2	-4.2	i
O=C(CN1C(=O)C2C3C=CC(C3)C2C1=O)Nc1ccc(F)cc1 (centres undefined)	1.0	3.3	2.6	-1.4	-4.8	-7.3	-9.4	2.8	i

Structural class, the compounds so far containing a Cl atom
SMILES	Tb MetRS inh	Rin1-Abl PPI inh	MLLE-PAM2 inh	MsrA inhibitor	CSN inh	MsrA act	FAS-TE inh	eLon inh	Neddyl block
COc1ccc(Cc2nnc(SCC(=O)Nc3ccc(C)c(Cl)c3)[nH]c2=O)cc1	-0.6	1.3	-5.9	-1.0	0.7	-4.4	0.7	-3.5	i
CC(C)CCOP(=O)(c1ccc(N(C)C)cc1)C(O)c1ccc(Cl)cc1Cl (centres undefined)	-0.5	1.0	6.5	0.9	-0.3	1.3	23.9	1.6	i
CN1CCN(c2ncnc3c2ncn3[C@H]2CN(Cc3ccc(Cl)cc3)C[C@@H](CO)O2)CC1	-0.3	1.6	-19.9	-0.6	-7.9	-7.6	-6.3	-22.8	i

Next results:
SMILES	Tb MetRS inh	Rin1-Abl PPI inh	MLLE-PAM2 inh	MsrA inhibitor	CSN inh	MsrA act	FAS-TE inh	eLon inh	Neddyl block
CCSc1nnc(NC(=O)c2cccc3ccccc23)s1	-0.1	2.1	3.8	0.6	3.2	-0.3	-4.0	-5.7	nt
C[C@H](CO)N1C[C@H](C)[C@@H](CN(C)S(=O)(=O)c2ccccc2)Oc2c(NC(=O)C3CCCCC3)cccc2C1=O	-0.4	3.6	14.9	-0.1	0.0	-2.5	-10.1	0.0	i
O=C(NCC1CCCO1)C(C(=O)c1ccccc1)n1cc(Cl)ccc1=O (centres undefined)	-0.6	-3.1	-3.3	0.2	4.6	-0.5	-10.6	-4.8	i
CC(C)OCCCNS(=O)(=O)c1ccc2ccccc2c1	-0.8	-1.9	-11.8	-1.7	2.7	-1.1	0.5	-11.0	i
O=C(CN1CCN(Cc2ccccc2)C1=O)NCCCN1CCOCC1	-0.3	-3.4	15.3	-0.3	4.1	-4.5	-11.3	-4.6	i
COc1ccc(CNC(=O)/C(C)=C\C(=O)O)cc1	-0.1	-0.1	3.4	0.5	-0.1	-2.7	-11.6	-1.1	i
O=c1cc(CN2CCN(c3ccccc3F)CC2)c2ccccc2o1	-0.6	-0.6	6.1	0.8	-1.1	-1.4	8.6	-1.5	i
NC(=S)Nc1c(Cl)cccc1Cl	2.9	1.3	20.1	-0.2	-1.6	0.2	-6.0	-2.7	i
COC(=O)CSc1nnc2n1C(C)(C)Cc1ccccc1-2	-1.3	-3.8	-0.4	1.1	-1.0	-8.4	-6.4	-10.8	i
N#CCn1cnc2sc(-c3ccccc3)cc2c1=O	0.3	-3.6	-24.0	1.1	0.9	-1.1	-1.2	-12.8	i
COc1ccc(-c2cc3c(o2)CCCC3OCCN2CCOCC2)cc1 (centres undefined)	-0.5	nt	nt	-0.5	-2.4	-1.2	-8.8	4.5	i
COc1ccc(-c2nc(NCCCN(C)C)c3ccccc3n2)cc1	-1.2	2.2	8.4	1.9	-5.0	-11.5	-8.9	10.2	i
CCOC(=O)c1ccc(NS(=O)(=O)c2ccc3c(c2)n(C)c(=O)n3C)cc1	-0.2	1.6	-4.0	-0.8	0.1	-1.7	-1.3	2.1	i
Cc1ccccc1N1CC(=O)N(c2ccccc2C)CC1=O	-0.3	-3.0	4.7	-1.1	-7.3	-1.1	-2.3	-1.0	i
O=C(O)c1cnn(-c2nc(-c3cccc(F)c3)cs2)c1C(F)(F)F	-0.1	-1.1	-2.9	-0.8	-11.8	-4.0	0.9	1.6	i
CCCCC(=O)Nc1ccccc1C(=O)N1CCOCC1	-0.7	1.9	-6.4	0.1	6.3	-11.6	-11.0	-8.3	i
CC(CC(=O)Nc1ccc(F)cc1F)S(=O)(=O)c1ccc2c(c1)NC(=O)CO2 (centres undefined)	-0.3	5.5	22.0	0.6	-2.6	-1.4	-7.3	-4.2	i
COc1ccc(NC(=O)Cc2nc3ccccc3[nH]2)cc1	5.2	-1.7	-10.2	1.3	-4.4	1.2	-0.3	8.2	i
COc1ccc(CN2CCOCCOCCOCCOCCOCC2)cc1	-0.9	2.6	-5.8	-1.1	3.2	-4.0	-3.2	-1.5	i
Clc1ccc(CNC2CCCC2)c(Cl)c1	0.0	-0.5	9.1	-0.4	1.6	-2.3	-7.2	5.3	i
CN(Cc1ccc(Cl)cc1)C(=O)COC(=O)c1ccc(-c2ccc(O)cc2)cc1	-0.3	-1.1	-9.1	-0.7	-1.1	-1.6	-1.3	-8.8	i
O=C(CSc1nc2ccccc2o1)NCC1CCCO1 (centres undefined)	0.0	2.4	16.5	0.6	-4.6	-1.2	-3.6	47.1	i
OC1(C#CCN2CCOCC2)CCCCC1	-1.3	7.0	-3.8	1.5	1.3	-14.4	-12.2	13.5	i
Cc1ccccc1C1NC(=S)NC2=C1C(=O)CCC2 (centres undefined)	-0.1	0.9	-131.9	2.3	-8.5	-9.2	0.3	6.6	i
O=C(NCC1CCCO1)c1ccc(NC(=O)c2cc(F)c(F)cc2Cl)cc1 (centres undefined)	-1.0	2.6	-11.2	0.5	3.9	-11.5	-1.5	1.7	i

(list continues)
SMILES	Tb MetRS inh	Rin1-Abl PPI inh	MLLE-PAM2 inh	MsrA inhibitor	CSN inh	MsrA act	FAS-TE inh	eLon inh	Neddyl block
O=C(CCSc1ccc(Br)cc1)Nc1cccnc1	6.4*	-1.3	1.3	-0.5	2.5	-1.4	14.1	4.2	i
Cc1ccc(F)cc1NC(=O)CCc1c(C)nn(-c2ccc(N3CCCCC3)nn2)c1C	-0.3	-2.2	8.2	-0.9	-2.8	-2.9	3.0	5.3	i
CCC(C)n1c(SCC(=O)Nc2cc(C)on2)nc2ccccc2c1=O (centres undefined)	0.0	2.1	-3.5	0.8	3.8	-2.0	5.5	0.9	i
Cc1ccc(-c2noc(CN(C(=O)CCCCCN3C(=O)c4ccccc4C3=O)C(C)C)n2)cc1	0.2	-1.7	-1.4	0.3	-1.2	2.7	30.1	-6.0	i
COc1cc2c(cc1OC)CN(CC(=O)Nc1ccc(C#N)cc1)CC2	-1.0	-0.8	-14.7	1.2	1.4	-10.1	-1.1	-3.9	nt
Cc1c(C(=O)N/N=C/c2ccoc2)cccc1[N+](=O)[O-]	-0.1	4.2	7.0	-0.2	2.9	-2.3	3.5	-17.0	i
Cc1onc(-c2ccccc2Cl)c1C(=O)N1CCN(c2ncccn2)CC1	0.1	1.2	5.4	1.1	-7.2	-3.0	1.6	6.2	i
COc1cccc(NC(=O)N2CCCC2C(=O)Nc2ccc3c(c2)OCCO3)c1 (centres undefined)	-0.7	-1.0	-3.0	0.9	-4.2	-6.0	-3.6	-5.7	i

Looked up by structure from above:
SMILES	Tb MetRS inh	Rin1-Abl PPI inh	MLLE-PAM2 inh	MsrA inhibitor	CSN inh	MsrA act	FAS-TE inh	eLon inh	Neddyl block
COc1ccc(CC(=O)Nc2ccc(/C(C)=N/NC(=O)c3cccc([N+](=O)[O-])c3)cc2)cc1	-0.9	-0.1	3.4	0.1	2.4	-11.6	-10.7	6.3	i
CCCCC(=O)Nc1ccccc1C(=O)N1CCOCC1	-0.7	1.9	-6.4	0.1	6.3	-11.6	-11.0	-8.3	i
CC1(NC(=O)N2CCCCC2)CCS(=O)(=O)C1 (centres undefined)	-0.3	-2.7	-3.2	-0.7	0.1	-2.6	-8.3	-5.7	i
CC(C)OCCCNS(=O)(=O)c1ccc2ccccc2c1	-0.8	-1.9	-11.8	-1.7	2.7	-1.1	0.5	-11.0	i

Assay outcomes from PubChem BioAssay.
